Assay outcomes from PubChem.
FN deposition inh: fibronectin deposition inhibition; AH1F fibroblasts, Alexa488-fibronectin deposition fluorescence, overnight; inhibition, % at 12.6 µM; 0.086% of 350,000 active; AID 743247;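 active = mean inhibition across replicates of 30% or more, regardless of how many single replicates reach that level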;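 note: positive control wells lacked labelled fibronectin entirely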
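Measured by – fluorescence 485/525 nm · System – AH1F fibroblast monolayer, labelled fibronectin deposition · Amount – 10000 cells per well · Buffer or medium – serum-reduced DMEM (2% serum) · Doses – single dose, pinned · Also added – fluorescent fibronectin at 24 nM final · Schedule – 1 h cell attachment, overnight exposure to compound and label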
PglD DTNB: inhibitors of Campylobacter jejuni PglD acetyltransferase. 0.098% of 360,000 active. AID 602405. purified PglD enzyme, DTNB colorimetric CoA detection. inhibition, % at 12.5 µM; in the data active = inhibition above about 16%, passing the limit was not always enough; note: strong numbers were not always called active
S100A4 MyoIIA: inhibitors of human S100A4 binding to myosin IIA peptide; S100A4/TAMRA-MyoIIA peptide fluorescence polarization; inhibition, % at 10.7 µM; 0.14% of 360,000 active; AID 652163;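 active = mean inhibition of at least 70% across replicates, with every replicate also reaching that level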
Target sequence (P26447 whole entry, looked up): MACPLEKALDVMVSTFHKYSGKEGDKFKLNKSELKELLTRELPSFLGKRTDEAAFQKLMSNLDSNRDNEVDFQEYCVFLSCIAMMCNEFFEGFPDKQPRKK
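Material: S100A4 monomer protein | Medium: HEPES pH 7.2 with CaCl2, KCl, NaCl, DTT, Triton | Reagent: Labelled myosin peptide probe, 5 nM | Doses: One dose per compound | Times: 5 min incubation before reading | Benchmarks: Neutral control DMSO, positive control TFP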
PAX8 inh HTS: lowers PAX8-driven luciferase in RMG-I cells | 1.2% of 360,000 active | RMG-I TPO-luciferase reporter, SteadyGlo, 24 h | AID 652154 | inhibition, % at 12.6 µM;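 active = mean replicate inhibition at least 60% with every replicate also reaching 60%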;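 note: luciferase light reporting Pax8 driven TPO promoter activity; plate controls were median of neutral control wells for no effect and mitoxantrone controls for full effect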
LGR2 inh: blocks bursicon-induced cAMP signaling via Drosophila LGR2; 0.35% of 380,000 active; inhibition, % at 9.99 µM; HEK293 LGR2, CRE-luciferase, bursicon-stimulated, 4 h;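 active = drop in luminescence signal, shown as inhibition above about 50% in the replicate tests, limit read from the data, passing the limit was not always enough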;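 note: agonist challenge used bursicon conditioned medium at about half maximal strength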
PGC1a acetyl inh: modulators of PGC1a acetylation; inhibition, % at 15.6 µM; 0.17% of 350,000 active; U2OS PGC1a acetylation, AlphaScreen anti-acetyl-lysine; with virally co-expressed GCN5 acetyltransferase; AID 651687;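 active = every replicate shows inhibition of at least 40%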;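 note: 0% = neutral control wells and 100% = positive control wells; some results beyond the cut were filed as inactive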
ERAP1 inh: inhibitors of human ERAP1 aminopeptidase; recombinant ERAP1, Leu-AMC fluorescence, 60 min; inhibition, % at 10.7 µM; 0.15% of 340,000 active; Q9NZ08;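 active = mean replicate inhibition of at least 30%, or all replicates individually reaching that 30% level; inactive = mean below 30% and not every replicate reaching it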;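 note: 0% = neutral control wells and 100% = L-leucinethiol positive control wells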
Target sequence (Q9NZ08 whole entry, looked up): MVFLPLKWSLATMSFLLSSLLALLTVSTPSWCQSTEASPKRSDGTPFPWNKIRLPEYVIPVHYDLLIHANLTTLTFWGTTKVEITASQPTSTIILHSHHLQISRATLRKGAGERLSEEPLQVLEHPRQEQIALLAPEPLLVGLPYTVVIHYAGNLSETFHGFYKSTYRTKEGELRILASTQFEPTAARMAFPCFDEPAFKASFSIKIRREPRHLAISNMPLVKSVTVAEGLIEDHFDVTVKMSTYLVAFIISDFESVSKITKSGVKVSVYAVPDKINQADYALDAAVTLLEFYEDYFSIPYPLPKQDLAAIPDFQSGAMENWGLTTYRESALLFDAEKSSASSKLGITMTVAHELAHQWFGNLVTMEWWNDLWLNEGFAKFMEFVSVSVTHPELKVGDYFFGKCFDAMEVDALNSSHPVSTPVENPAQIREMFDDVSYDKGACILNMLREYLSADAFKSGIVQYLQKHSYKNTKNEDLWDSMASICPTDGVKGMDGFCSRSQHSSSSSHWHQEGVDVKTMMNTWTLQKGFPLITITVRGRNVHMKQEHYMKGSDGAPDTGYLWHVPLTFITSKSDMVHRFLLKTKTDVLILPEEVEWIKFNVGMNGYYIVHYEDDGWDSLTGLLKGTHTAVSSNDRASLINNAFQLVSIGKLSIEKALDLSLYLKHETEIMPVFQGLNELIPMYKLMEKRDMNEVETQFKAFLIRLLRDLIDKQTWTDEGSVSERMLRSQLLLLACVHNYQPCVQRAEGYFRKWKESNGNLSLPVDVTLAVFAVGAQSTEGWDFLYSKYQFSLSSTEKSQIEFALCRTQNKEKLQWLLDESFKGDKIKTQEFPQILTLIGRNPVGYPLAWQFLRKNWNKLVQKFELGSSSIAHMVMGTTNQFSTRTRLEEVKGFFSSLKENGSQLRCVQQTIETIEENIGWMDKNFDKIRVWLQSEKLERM
EWS-Fli block: blocks EWS/Fli oncoprotein-driven transcription; A673 NR0B1-luciferase reporter, viability-normalised; inhibition, % at 12.6 µM; 0.67% of 350,000 active; AID 651661;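 active = mean inhibition of at least 50% after viability correction, with every replicate also passing that limit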;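 note: firefly luciferase signal divided by Alamar Blue viability fluorescence both relative to DMSO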
* marks the source's active call; other numbers are inactive results; / = not tested or not shown. Rows were taken by chance; overall some 2.1% were active at least once.

SMILES	FN deposition inh	PglD DTNB	S100A4 MyoIIA	PAX8 inh HTS	LGR2 inh	PGC1a acetyl inh	ERAP1 inh	EWS-Fli block
CC(C)[C@H](NC(=O)c1ccccc1)C(=O)N1CCC[C@H]1C(=O)NCCc1ccccc1Cl	7	/	-14	-6	-9	/	3	-2
Cc1ccnc2nc(C(=O)Nc3nc(-c4ccccn4)cs3)nn12	5	/	1	0	2	-5	0	-8
CCCCN(C(=O)c1cc2c(s1)CCC2)c1c(N)n(CCCC)c(=O)[nH]c1=O	-10	3	1	-8	4	11	1	6
Cc1ccccc1NC(=O)CN1CCc2ccccc2C1	-7	-1	-8	23	6	28	1	14
O=C(Nc1ccnn1C1CCN(Cc2ccc(CO)o2)CC1)c1cccc(F)c1	/	4	-1	-1	16	-13	-1	5
COc1cccc(NC(=S)N2CCC(N(C)CC3CCCO3)CC2)c1 (centres undefined)	/	-9	/	-1	8	/	/	-13
CCCS(=O)(=O)NC(=O)C1(C)CCCN(C(=O)c2sccc2C)C1 (centres undefined)	-2	-3	4	-6	-21	-20	-3	-7
COC(=O)C1=C(C)N(CCCCCC(=O)O)C(=O)NC1c1ccccc1 (centres undefined)	0	-8	-5	-20	-9	/	0	4
CCOc1ccccc1OCCCC(=O)N1CCN(S(=O)(=O)c2ccccc2C#N)CC1	-21	2	0	13	-3	/	-1	0
Cn1nc(C(=O)Nc2ccc(Cl)cc2)cc1C(=O)Nc1ccc(Cl)cc1	2	-1	5	-24	-5	4	-1	1
O=C(Nc1ccc2ncccc2c1)Nc1ccc2ncccc2c1	-3	4	-2	-70	-32	/	0	-71
CCC1CN(C(=O)NCc2ccccc2)c2cc(Cl)ccc2O1 (centres undefined)	4	-4	-1	-7	-8	2	-2	15
COc1ccc(NC(=O)c2cc(S(=O)(=O)N3CCCCC3)ccc2OC)cc1	5	2	-2	-9	1	-11	1	/
C[C@@H]1CCCCO[C@H](CN(C)Cc2ccc(C(=O)O)cc2)[C@H](C)CN([C@@H](C)CO)C(=O)c2cc(NC(=O)CCCN(C)C)ccc2O1	/	0	2	9	3	1	-5	-8
CSc1ccccc1C(=O)OCC(=O)Nc1c(C)n(C)n(-c2ccccc2)c1=O	-8	-2	5	5	12	-4	3	2
Cn1cccc1CC(=O)NNC(=S)NC(=O)c1ccc(F)cc1	-5	/	-6	11	-16	0	0	-2
COc1cc(/C=C/C(=O)O)cc(S(=O)(=O)Nc2ccc3c(c2)CCC3)c1OC	4	2	1	10	-2	/	-12	4
CCN(CC)C(=O)C1CCN(Cc2cccc(OCc3ccccc3)c2)CC1	-12	-3	/	-22	/	8	/	/
CN1C(=O)c2cc(NC(=O)Cc3ccccc3)ccc2OC[C@H]2O[C@H](CC(=O)O)CC[C@H]21	1	1	2	-4	12	8	-2	-4
Cc1nc2ccccn2c1CN(C)C(=O)C1CCC(=O)N(Cc2cccc(F)c2)C1 (centres undefined)	-3	2	-1	-12	-9	-16	2	/
Cc1cccc(OCC(=O)Nc2ccc3c(c2)nc(CCN2CCC(C)CC2)n3C)c1	-10	2	-2	14	4	1	-2	0
O=S(=O)(c1ccc(-c2csc(Nc3ccc(F)cc3)n2)cc1)N1CCCC1	-7	-7	0	45	5	12	-2	-5
O=C(CCSc1ccc(F)cc1)NNC(=O)c1ccccc1Cl	-3	1	-4	9	-10	-1	0	6
Nc1[nH]c(C(=O)c2ccccc2)c(-c2cccc(C(F)(F)F)c2)c1C(=O)NCCc1c[nH]c2ccccc12	-3	/	9	14	8	/	2	2
CCC(C)C(CO)NCCCn1cnc(C(=O)Nc2ccc(C)c(C)c2)n1 (centres undefined)	-9	3	-11	11	-9	14	/	1
C[C@@H]1CCCCO[C@H](CN(C)C)[C@H](C)CN([C@H](C)CO)C(=O)c2cc(NC(=O)CCCN(C)C)ccc2O1	-7	/	/	-10	-1	-4	/	-8
CC(=O)c1ccc(NC(=O)COC(=O)Cn2cnc3ccccc32)cc1	4	3	-2	1	-1	8	3	8
COc1ccc(NC(=O)N(C)C[C@@H]2Oc3ncc(-c4cccc(F)c4)cc3C(=O)N([C@H](C)CO)C[C@@H]2C)cc1	1	-1	4	7	4	1	3	-3
Cc1ccccc1/C=N/N1CCN(c2ccccc2)CC1	3	0	/	-12	-58	11	/	/
CC1=C(C(=O)N(C(C)C)C(C)C)CC(CC(=O)NCc2ccco2)C(=O)N1Cc1ccc(C(C)(C)C)cc1 (centres undefined)	3	-1	-8	26	3	2	3	6
COc1ccc(NC(=O)NNC(=O)CCC(=O)Nc2ccccc2Cl)cc1	-12	/	-5	8	7	/	-1	-7
O=S(=O)(NN=C(c1ccccc1)c1ccccc1)c1ccccc1	/	-3	1	-27	20	-6	-1	7
Brc1ccc(C2=Nc3ccccc3C(c3ccncc3)=NN2)cc1	8	/	0	4	-11	-1	-2	-5
CC(=O)c1c(C)[nH]c(C(=O)CN2C(=O)NC(CCc3ccccc3)C2=O)c1C (centres undefined)	-5	/	-6	14	-2	0	-1	5
COc1ccc(-n2c(NNC(C)=O)nc3sc4c(c3c2=O)CCCC4)cc1	0	-2	2	0	4	/	1	-6
O=C(NC1CCCCC1)N1CCC(c2nc3ccccc3[nH]2)CC1	/	/	2	/	-1	-6	-2	3
O=C(Nc1ccc2c(c1)CCC2)Nc1ccc(F)cc1F	-3	0	-10	-257	-86	7	0	-157
CC(C)Nc1cc(C(C)(C)C)nc2c(-c3ccccc3)cnn12	14	/	-2	-131	-107	/	/	-101
COc1cc(C(=O)NC23CC4CC(CC(C4)C2)C3)cc(OC)c1OC	-3	-1	-4	1	3	/	0	6
CCc1ccc(CN2CCC(n3nccc3NC(=O)c3ccccc3Cl)CC2)cc1	-1	-6	-2	16	0	-3	-2	12
CCC(=O)N1C[C@@H](C)[C@H](OC)CN(C)C(=O)c2cc(NC(=O)Nc3cccc(F)c3)ccc2OC[C@H]1C	21	0	-15	-9	2	4	-2	5
CC1Cc2ccccc2N1C(=O)COC(=O)C1(c2ccccc2F)CCCC1 (centres undefined)	-3	-9	/	22	5	-10	/	/
COc1ccc(NC(=O)CN(C)C(=O)Cn2cnc3c2c(=O)n(C)c(=O)n3C)cc1	-4	/	-7	-3	-6	/	7	-2
Cc1nc2ccccc2n1C(=O)N(C)C	4	/	-1	-4	-3	/	-4	3
CC(C)NC(=O)Nc1ccc2c(c1)CC(=O)N([C@H](C)CO)C[C@@H](C)[C@H](CN(C)C(=O)Nc1ccc3c(c1)OCO3)O2	/	6	14	-13	8	-8	-3	2

6 entries drawn at random from the list so far:
SMILES	FN deposition inh	PglD DTNB	S100A4 MyoIIA	PAX8 inh HTS	LGR2 inh	PGC1a acetyl inh	ERAP1 inh	EWS-Fli block
CC(C)Nc1cc(C(C)(C)C)nc2c(-c3ccccc3)cnn12	14	/	-2	-131	-107	/	/	-101
CC(C)NC(=O)Nc1ccc2c(c1)CC(=O)N([C@H](C)CO)C[C@@H](C)[C@H](CN(C)C(=O)Nc1ccc3c(c1)OCO3)O2	/	6	14	-13	8	-8	-3	2
Cc1nc2ccccc2n1C(=O)N(C)C	4	/	-1	-4	-3	/	-4	3
O=S(=O)(NN=C(c1ccccc1)c1ccccc1)c1ccccc1	/	-3	1	-27	20	-6	-1	7
COc1ccc(NC(=O)NNC(=O)CCC(=O)Nc2ccccc2Cl)cc1	-12	/	-5	8	7	/	-1	-7
Brc1ccc(C2=Nc3ccccc3C(c3ccncc3)=NN2)cc1	8	/	0	4	-11	-1	-2	-5

Gathered by group, those above containing two or more sulfur atoms (2)
SMILES	FN deposition inh	PglD DTNB	S100A4 MyoIIA	PAX8 inh HTS	LGR2 inh	PGC1a acetyl inh	ERAP1 inh	EWS-Fli block
CCCS(=O)(=O)NC(=O)C1(C)CCCN(C(=O)c2sccc2C)C1 (centres undefined)	-2	-3	4	-6	-21	-20	-3	-7
O=S(=O)(c1ccc(-c2csc(Nc3ccc(F)cc3)n2)cc1)N1CCCC1	-7	-7	0	45	5	12	-2	-5

The list continues:
SMILES	FN deposition inh	PglD DTNB	S100A4 MyoIIA	PAX8 inh HTS	LGR2 inh	PGC1a acetyl inh	ERAP1 inh	EWS-Fli block
CCc1nc2c(s1)CCc1onc(-c3ccc(Cl)cc3)c1-2	14	5	15	-7	-3	-7	-3	-7
Cc1ccc(C)c(NC(=S)N2CCC(c3nc4ccccc4s3)CC2)c1	/	-3	-7	/	-10	-9	-3	8
COc1ccc(-c2nc(-c3ccc(Br)o3)no2)cc1	-4	-2	2	-194	/	14	3	40
N#Cc1c(N)nc2c(c1-c1ccc3c(c1)OCO3)CCc1ccccc1-2	7	0	/	-21	-19	-14	/	/
Cc1ccc(S(=O)(=O)N(C(=O)c2ccncc2)c2ccc(OC(=O)c3ccncc3)c3ccccc23)cc1	-3	/	0	28	7	/	1	5
COc1ccc2cc(C3NC(=O)c4ccccc4N3)c(Cl)nc2c1 (centres undefined)	5	/	-1	-2	-8	/	1	-48
Nc1nc(CCl)nc(Nc2cccc3ccccc23)n1	1	3	-1	123*	17	12	/	40
Cc1cccc(NC(=O)CNC(=O)COC(=O)C2CC2C)c1C (centres undefined)	/	-2	1	8	-17	/	3	-1
CCC(=O)Nc1ccc2c(c1)OC[C@@H](C)N(C(=O)c1ccncc1)C[C@H](C)[C@H](OC)CN(C)C2=O	-11	-4	1	-9	6	/	1	-3
COc1ccc(CCCC(=O)N/N=C\c2cccs2)cc1	-1	/	-4	-10	-13	12	1	-6
C[C@@H]1CN([C@H](C)CO)C(=O)c2c(c3ccccc3n2C)-c2ccccc2CO[C@H]1CN(C)Cc1ccc(F)cc1	-1	/	-2	18	13	-12	-4	6
CC1(Cc2cccc(F)c2)C(=O)Nc2ccc(S(=O)(=O)NC3CCCCC3)cc21 (centres undefined)	0	-3	-22	7	1	4	-4	2
O=C(N[C@@H]1CC[C@@H](CCNS(=O)(=O)Cc2ccccc2)O[C@H]1CO)c1ccc2c(c1)OCO2	-14	-2	-1	2	4	6	-1	-1
Nc1cccc(S(=O)(=O)Nc2ccccc2)c1	-7	/	0	-3	23	/	-2	-7
CC(=O)Nc1nc2ccc(S(=O)(=O)N3CCCCC3)cc2s1	8	3	22	1	-14	-4	4	10
COc1ccc(CC(=O)N/N=C/c2cc([N+](=O)[O-])cc(Br)c2O)cc1	3	-1	-1	-1	5	7	-2	18
CCC(C)c1ccc(C(C)NC(=S)NC2CCCCC2)cc1 (centres undefined)	-3	5	-1	/	8	/	2	16
CCCc1nc2sc3ccccc3c(=O)c2c(=O)n1Cc1ccccc1	1	-6	-7	-1	-5	-1	-1	-9
COc1ccc(C2c3c(ncn(CCN4CCOCC4)c3=N)Oc3ccc4ccccc4c32)cc1OC (centres undefined)	7	7	/	/	10	-16	/	/
CN1CCN(C(=O)c2c(NC(=O)c3ccco3)sc3c2CCC(C(C)(C)C)C3)CC1 (centres undefined)	0	2	/	6	/	3	/	/
CCn1c(COc2ccc(=O)n(-c3ccccc3)n2)nnc1SCc1ccccc1C	-10	-7	/	10	/	-1	/	/
O=C(C[C@@H]1CC[C@@H]2[C@H](COC[C@@H](O)CN2Cc2cc(F)ccc2F)O1)NCc1ccc(Oc2ccccc2)cc1	2	1	/	/	18	-12	/	/
C[C@@H]1CN([C@H](C)CO)C(=O)c2cc(C3=CCCC3)cnc2O[C@@H]1CN(C)Cc1ccc(F)cc1	-11	7	105*	/	-5	/	-5	-7
CCSc1nnc(CSc2ncccn2)n1C	-1	/	-7	-5	6	/	3	1
CCOc1cc(/C=C2\C(=O)N(Cc3ccco3)C(C)=C2C(=O)OC)ccc1O	4	/	1	-8	9	4	1	17
COCC(=O)N1CC2(CN(C(=O)CN3CCOCC3)C2)c2c([nH]c3cc(OC)ccc23)[C@H]1CO	/	/	-4	/	-4	6	0	-7
Cc1cccc(C(=O)Nc2ccnc(-c3ccncc3)n2)c1	-4	/	-6	0	-11	/	1	8
